M5 ag – human M5 muscarinic receptor agonists, primary screen, CHO-K1 cells, Fluo-8 calcium fluorescence; CHO-K1 hM5 cells; 0% DMSO wells, 100% maximal acetylcholine response; hit rate 0.19% among 360,000; AID 624037, 2012; activation, % at 3 µM;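 active means activation above the run's mean over test compounds plus 3 SD, cut at about 23% in these data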;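 further: signal is peak over basal fluorescence ratio across the kinetic read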
Target sequence (P08912 whole entry, looked up): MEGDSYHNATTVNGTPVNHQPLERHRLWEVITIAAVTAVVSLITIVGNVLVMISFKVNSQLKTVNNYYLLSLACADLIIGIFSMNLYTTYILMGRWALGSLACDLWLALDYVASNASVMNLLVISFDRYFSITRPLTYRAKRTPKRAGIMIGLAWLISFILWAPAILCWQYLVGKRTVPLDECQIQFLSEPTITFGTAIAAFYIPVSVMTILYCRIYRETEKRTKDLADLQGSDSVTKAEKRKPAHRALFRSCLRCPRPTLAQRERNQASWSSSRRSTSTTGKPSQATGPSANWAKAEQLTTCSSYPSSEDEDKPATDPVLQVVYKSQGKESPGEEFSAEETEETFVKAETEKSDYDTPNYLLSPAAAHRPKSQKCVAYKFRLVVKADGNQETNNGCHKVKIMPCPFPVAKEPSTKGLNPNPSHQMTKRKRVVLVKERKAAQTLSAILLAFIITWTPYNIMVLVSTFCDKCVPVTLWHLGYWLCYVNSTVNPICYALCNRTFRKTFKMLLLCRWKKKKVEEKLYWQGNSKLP
TAAR1 ag – human TAAR1 agonists, primary screen, Fluo-8 calcium fluorescence, CHO RD-HGA16 cells | Trace amine-associated receptor 1 (Homo sapiens), Q96RJ0 | vehicle wells 0%, saturating PEA agonist 100% | activation, % at 3 µM | hit rate 0.99% among 360,000;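 active means activation above the mean activation of all test compounds in the run plus 3 SD, cut at about 38% in these data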
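Test system: RD-HGA16 (CHO) cells co-expressing Gα16 and hTAAR1 | Doses: Single dose, 3 µM | Schedule: 17-24 h seeding, 75 min 37 °C dye, 30 min RT | Evaluation: % activation from peak over basal fluorescence ratio, DMSO-to-PEA scaled | Technique: Kinetic Fluo-8 calcium fluorescence | Benchmarks: Low control DMSO, high control PEA (EC100)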
TAAR1 antagonist – human TAAR1 antagonists, primary screen, Fluo-8 calcium fluorescence, CHO RD-HGA16 cells | Trace amine-associated receptor 1 (Homo sapiens), Q96RJ0 | antagonist | inhibition, % at 3 µM | hit rate 1.5% among 360,000;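 active means inhibition above a per-plate cutoff, the mean inhibition of test compounds on that plate plus 3 SD, cut at about 49% in these data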;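 further: 0% = DMSO plus EC80 beta-PEA response and 100% = DMSO alone without agonist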
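Assay system: CHO-derived RD-HGA16 cells stably expressing human TAAR1 plus Gα16. Timing: 140 s kinetic read after compound, 140 s after agonist. Technique: kinetic Fluo-8 calcium fluorescence measurement. Measure: % inhibition of agonist calcium response.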
CHRM5 antagonist – human M5 muscarinic receptor antagonists, primary screen, CHO cells, Fluo-8 calcium fluorescence; Muscarinic acetylcholine receptor M5 (Homo sapiens), P08912; CHO-hM5 cells, ACh EC80; inhibition, % at 3 µM; hit rate 0.59% among 360,000; AID 624040, 2012;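 active means inhibition above a per-plate cutoff, the mean of that plate's test compounds plus 3 SD, cut at about 27% in these data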;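 further: 0% = acetylcholine EC80 with DMSO and 100% = DMSO without agonist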
M5 PAM – human M5 muscarinic receptor positive allosteric modulators, primary screen, CHO-K1 cells, Fluo-8 calcium fluorescence | AID 624038, 2012 | activation, % at 3 µM | CHO-K1 hM5, ACh EC20 PAM; 0% = ACh EC20, 100% = ACh EC100 | Muscarinic acetylcholine receptor M5 (Homo sapiens), P08912 | hit rate 0.3% among 360,000;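 active means activation above the run cutoff, the mean activation of all test compounds plus 3 SD, cut at about 18% in these data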
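Probe or stimulus: acetylcholine, EC20 level; Assay system: human M5 receptor in CHO-K1 cells; Schedule: compound preincubation 140 s before EC20 acetylcholine addition; Technique: intracellular calcium via Fluo-8 fluorescence; Dosing: single-point, 3 µM nominal; Read-out basis: percent activation from peak-over-basal fluorescence ratio, scaled EC20-to-EC100 acetylcholine; Repeats: one well per compound, no replicates.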
CHRM4 PAM – human M4 muscarinic receptor positive allosteric modulators, primary screen, CHO-K1 cells, Fluo-8 calcium fluorescence | hit rate 0.4% among 360,000 | AID 624126, 2012 | Muscarinic acetylcholine receptor M4 (Homo sapiens), P08173 | activation, % at 3 µM | CHO-K1 hM4/Gqi5, ACh EC20; 0% = ACh EC20, 100% = maximal ACh;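 active means activation above its plate's cutoff, the mean activation of sample wells plus 3 SD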; further: some results filed as inactive read as strong as hits
Target sequence (P08173 whole entry, looked up): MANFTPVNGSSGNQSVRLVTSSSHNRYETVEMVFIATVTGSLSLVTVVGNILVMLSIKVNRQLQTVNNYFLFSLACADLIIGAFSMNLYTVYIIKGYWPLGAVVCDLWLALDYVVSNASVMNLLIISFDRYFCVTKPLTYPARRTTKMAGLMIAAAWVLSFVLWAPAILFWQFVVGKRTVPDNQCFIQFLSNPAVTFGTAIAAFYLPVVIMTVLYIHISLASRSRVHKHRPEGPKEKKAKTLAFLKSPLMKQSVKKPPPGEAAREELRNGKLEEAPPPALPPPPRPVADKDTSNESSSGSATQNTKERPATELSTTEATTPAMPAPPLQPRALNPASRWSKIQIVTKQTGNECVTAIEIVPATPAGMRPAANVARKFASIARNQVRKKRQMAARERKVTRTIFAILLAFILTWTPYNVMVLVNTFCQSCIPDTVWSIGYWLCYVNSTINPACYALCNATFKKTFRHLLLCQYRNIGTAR
CRFBP-R2 block – antagonists of CRF-BP/CRF-R2 complex, primary screen, cell-based, HEK293, calcium dye fluorescence, uHTS | CRF-induced calcium fluorescence | inhibition, % at 11.8 µM | hit rate 0.59% among 350,000 | AID 588475, 2011;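 active means inhibition of the ligand-induced calcium signal above about 50% at the single tested concentration, limit read from the data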
M1 PAM parental – nonselective calcium activators in parental CHO-K1 cells, primary screen, counter-screen for M1 PAM project, cell-based, Fluo-8 calcium fluorescence, full deck, 1536-well; ATP EC20; 0% at ATP EC20, 100% at ATP max; activation, % at 3 µM; hit rate 0.02% among 360,000; AID 602247, 2012;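 active means activation above the run cutoff, the mean activation of all test compounds plus 3 SD, cut at about 40% in these data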;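 further: peak over basal fluorescence ratio in a 140 s read after ATP addition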
CRFBP-R2 agonist – agonists of CRF-BP/CRF-R2 complex, primary screen, cell-based, HEK293, calcium dye fluorescence, uHTS. CRF-binding protein / CRF receptor 2 complex (human). calcium dye fluorescence (FLIPR); percent of saturating CRF peptide response. activation, % at 13.2 µM. hit rate 0.46% among 350,000. AID 588473, 2011;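 active means activation of at least 50%, plus an integration ratio under a set limit after plate pattern correction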;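 further: plate controls were neutral control wells without compound for no effect and CRF at EC100 for full effect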
* hit, by the source's call; . = no result given. Not a hit list (roughly 4.2% active in at least one column).

SMILES	M5 ag	TAAR1 ag	TAAR1 antagonist	CHRM5 antagonist	M5 PAM	CHRM4 PAM	CRFBP-R2 block	M1 PAM parental	CRFBP-R2 agonist
CC1CCN(C(=O)c2ccc(N3C(=O)c4ccccc4C3=O)cc2)CC1	2	2	-7	5	3	0	-2	19	11
CCOC(=O)C1(C)CCCCCN1C(=O)c1ccc(C(=O)OC)cc1 (stereo unspecified)	0	0	-17	-15	7	5	.	21	.
OCC(O)C(O)C(O)c1cnn(-c2ccccc2)n1 (stereo unspecified)	2	1	-10	6	2	0	3	-8	-1.2
Cc1cc(C)nc(N2CCC(C(=O)Nc3ccc4c(c3)OCO4)CC2)n1	-2	0	-17	12	17	8	-27	-5	-0.1
COc1cc(/C=C/C(=O)O)cc(S(=O)(=O)NNC(=O)c2ccc3c(c2)OCO3)c1OC	2	2	-27	2	-1	3	-15	-8	-1.4
COCCCNC(=S)N(Cc1ccccc1)Cc1ccc(F)cc1	-5	4	10	-14	-8	3	-8	13	0.4
Cc1ccc(C)c(N2CCN(c3nnnn3-c3ccccc3)CC2)c1	-5	2	1	3	-11	-7	9	12	-0.8
Cc1ccc(S(=O)(=O)NC(C)C(=O)NC2CCCCCC2)cc1 (stereo unspecified)	-3	6	-10	-5	12	-1	13	13	0.1
CCOC(=O)C1(CCOc2ccccc2)CCN(Cc2ccc(CO)o2)CC1	-9	2	-7	0	-1	3	-8	20	0.9
Cc1cc(C)c2c(=O)cc(C(F)F)oc2c1	-4	2	-6	5	4	6	6	9	-2.5
Cn1nc(-c2ccccc2)c(C(=O)NC(C(=O)O)c2ccccc2)c1Cl (stereo unspecified)	0	3	16	12	-6	-4	-16	-2	-1.0
O=C1[C@H]2[C@H](C=CC[C@H]2C(=O)N2CCN(c3ccccc3)CC2)CCN1Cc1ccccc1	-1	5	13	9	6	3	4	13	-4.4
CC1(C(=O)NNC(=S)NCC2CCCO2)CC1(Cl)Cl (stereo unspecified)	-2	3	-5	4	-6	4	18	6	3.3
O=C(O)CCC(=O)Nc1ccc(Br)c(Cl)c1	1	7	-14	-5	3	6	67*	25	-3.3
COc1ccc(OC)c(S(=O)(=O)N2CCC(C(=O)NCCC3=CCCCC3)CC2)c1	4	8	34	-8	5	17	-17	26	-0.1
O=C(c1ccc(S(=O)(=O)c2ccc(F)cc2)c([N+](=O)[O-])c1)N1CCCCCC1	11	9	23	22	-16	-13	-40	4	1.2
Cc1scc(C(=O)NNC(=S)NCC(C)C)c1C	2	2	-4	-6	-1	-1	6	5	-3.2
O=C(c1sc2cc(Cl)ccc2c1Cl)N1CCN(CCc2ccccn2)CC1	-5	2	-24	11	-5	3	-7	0	-0.1
O=C(Nc1ccccc1)OCc1cn(-c2ccc(Cl)cc2)nn1	0	6	6	7	-2	-4	33	1	1.1
CCN(CC)S(=O)(=O)c1ccc(OC)c(NC(=O)CSc2cc(C)ccc2C)c1	-3	5	-15	5	-4	-3	5	14	1.3
Cc1[nH]c(C)c2c(=O)n(Cc3ccc(Cl)cc3)ncc12	-11	-1	-13	12	0	-6	-3	12	0.2
COC(=O)c1ccc2c(c1)N(C)S(=O)(=O)c1cnc(SCC(=O)C(C)(C)C)nc1-2	6	1	-20	2	9	4	-8	11	1.3
NS(=O)(=O)c1ccc(NC(=O)COC(=O)C2(c3ccc(F)cc3)CCCC2)cc1	0	4	19	8	-8	-10	-2	-16	-2.3
COc1ccc(C(=O)c2ccc(OC)c(N)c2)cc1N	2	5	-3	-1	6	16	1	-5	-0.5
O=C(COC(=O)c1ccc(O)cc1)Nc1ccccc1[N+](=O)[O-]	1	10	16	9	-3	-2	5	-2	-1.1
Cc1c(NC(=O)COc2ccc3ccc(=O)oc3c2)c(=O)n(-c2ccccc2)n1C	-4	4	-3	-2	0	2	18	-14	-1.7
COc1ccc(C(=O)COC(=O)CCCn2c(=O)oc3ccccc32)cc1	-9	5	8	-7	-30	-1	2	7	-0.8
CCOC(=O)CSc1nc2ccccc2c(=O)n1NC(=O)c1ccccc1	2	8	5	-6	-3	-2	-20	16	3.8
NC(=O)C1CCN(c2oc(-c3cccs3)nc2S(=O)(=O)c2ccc(Br)cc2)CC1	0	2	-10	10	6	1	5	7	0.9
CS(=O)(=O)N1CCC(C(=O)Nc2cccc(Cl)c2)CC1	0	3	-20	11	-2	3	3	10	-0.3
CC1CCN(C(=O)/C(=C\c2cccs2)NC(=O)c2ccccc2)CC1	-4	6	-3	-10	-6	-5	-21	6	0.9
O=C(CSc1nnnn1C1CC1)Nc1ccc(S(=O)(=O)N2CCOCC2)cc1	0	1	-8	3	8	6	9	17	-0.7
CC(C)NC(=O)C1(C)CN(S(C)(=O)=O)CC(=O)N1C1CCN(Cc2ccccc2)CC1 (stereo unspecified)	0	-1	-13	-9	13	1	.	.	.
CCOc1cccc(C(=O)N(Cc2ccco2)C2CCS(=O)(=O)C2)c1 (stereo unspecified)	-1	-3	-12	-10	6	9	2	-1	-0.9
O=C(COC(=O)Cc1c[nH]c2ccccc12)Nc1cccc(Br)c1	1	6	24	4	0	0	-5	19	-1.9
O=C(CNC(=O)c1cccs1)NCC(=O)OCC(=O)c1ccc([N+](=O)[O-])cc1	-1	7	-8	1	-3	4	0	15	-2.1
Cc1ccc(NC(=O)CSc2ccc(C(N)=O)cc2[N+](=O)[O-])cc1	0	2	6	5	-4	3	26	2	-2.0
CC1CN(CC(O)c2ccc(Br)cc2)CCO1 (stereo unspecified)	-3	0	-18	12	0	3	8	7	-2.2
Cc1ccsc1/C=C1\SC(=S)N(CC2CCCO2)C1=O (stereo unspecified)	8	-1	-13	-9	9	6	-25	15	3.7
CC1=C(C(=O)Nc2ccccc2C)C(c2ccccc2)NC(=O)N1 (stereo unspecified)	1	0	1	1	-1	5	7	13	3.4

Shown with bars between the fields: part of the list above.
structure | M5 ag | TAAR1 ag | TAAR1 antagonist | CHRM5 antagonist | M5 PAM | CHRM4 PAM | CRFBP-R2 block | M1 PAM parental | CRFBP-R2 agonist
O=C(c1sc2cc(Cl)ccc2c1Cl)N1CCN(CCc2ccccn2)CC1 | -5 | 2 | -24 | 11 | -5 | 3 | -7 | 0 | -0.1
O=C(Nc1ccccc1)OCc1cn(-c2ccc(Cl)cc2)nn1 | 0 | 6 | 6 | 7 | -2 | -4 | 33 | 1 | 1.1
CCN(CC)S(=O)(=O)c1ccc(OC)c(NC(=O)CSc2cc(C)ccc2C)c1 | -3 | 5 | -15 | 5 | -4 | -3 | 5 | 14 | 1.3
Cc1[nH]c(C)c2c(=O)n(Cc3ccc(Cl)cc3)ncc12 | -11 | -1 | -13 | 12 | 0 | -6 | -3 | 12 | 0.2
COC(=O)c1ccc2c(c1)N(C)S(=O)(=O)c1cnc(SCC(=O)C(C)(C)C)nc1-2 | 6 | 1 | -20 | 2 | 9 | 4 | -8 | 11 | 1.3
NS(=O)(=O)c1ccc(NC(=O)COC(=O)C2(c3ccc(F)cc3)CCCC2)cc1 | 0 | 4 | 19 | 8 | -8 | -10 | -2 | -16 | -2.3
COc1ccc(C(=O)c2ccc(OC)c(N)c2)cc1N | 2 | 5 | -3 | -1 | 6 | 16 | 1 | -5 | -0.5
O=C(COC(=O)c1ccc(O)cc1)Nc1ccccc1[N+](=O)[O-] | 1 | 10 | 16 | 9 | -3 | -2 | 5 | -2 | -1.1
Cc1c(NC(=O)COc2ccc3ccc(=O)oc3c2)c(=O)n(-c2ccccc2)n1C | -4 | 4 | -3 | -2 | 0 | 2 | 18 | -14 | -1.7
COc1ccc(C(=O)COC(=O)CCCn2c(=O)oc3ccccc32)cc1 | -9 | 5 | 8 | -7 | -30 | -1 | 2 | 7 | -0.8
CCOC(=O)CSc1nc2ccccc2c(=O)n1NC(=O)c1ccccc1 | 2 | 8 | 5 | -6 | -3 | -2 | -20 | 16 | 3.8
NC(=O)C1CCN(c2oc(-c3cccs3)nc2S(=O)(=O)c2ccc(Br)cc2)CC1 | 0 | 2 | -10 | 10 | 6 | 1 | 5 | 7 | 0.9
CS(=O)(=O)N1CCC(C(=O)Nc2cccc(Cl)c2)CC1 | 0 | 3 | -20 | 11 | -2 | 3 | 3 | 10 | -0.3
CC1CCN(C(=O)/C(=C\c2cccs2)NC(=O)c2ccccc2)CC1 | -4 | 6 | -3 | -10 | -6 | -5 | -21 | 6 | 0.9
O=C(CSc1nnnn1C1CC1)Nc1ccc(S(=O)(=O)N2CCOCC2)cc1 | 0 | 1 | -8 | 3 | 8 | 6 | 9 | 17 | -0.7
CC(C)NC(=O)C1(C)CN(S(C)(=O)=O)CC(=O)N1C1CCN(Cc2ccccc2)CC1 (stereo unspecified) | 0 | -1 | -13 | -9 | 13 | 1 | . | . | .

Additional compounds follow.
SMILES	M5 ag	TAAR1 ag	TAAR1 antagonist	CHRM5 antagonist	M5 PAM	CHRM4 PAM	CRFBP-R2 block	M1 PAM parental	CRFBP-R2 agonist
O=C(NCc1ccco1)c1cc(-c2ccc(Cl)cc2)on1	0	2	5	-9	10	8	-15	15	12
Cc1nc(=O)c(-c2ccccc2)c(C)n1-c1cccc(C(=O)O)c1	-4	6	-8	12	2	2	12	1	-1.2
CC1(C(=O)O)CCCN1C(=O)c1cc2ccccc2s1 (stereo unspecified)	1	0	-3	-1	0	7	.	10	.
CC(C)(C)C1=Nn2c(nnc2C2CCCCC2)SC1	-4	22	11	0	-5	-1	33	7	-2.6
CC(=O)c1ccc(OCc2c(-c3ccccc3)nnn2CC(=O)NS(=O)(=O)c2ccc(C)cc2)cc1	-1	2	3	-1	4	11	.	4	.
Cc1ccc(S(=O)(=O)Nc2c(C)nc3nc(C)[nH]n3c2=O)cc1	-3	2	-16	-6	5	-4	-8	-15	0.4
CCN1C[C@@H]2[C@@H]3C(=O)N(C)C(=O)[C@@H]3[C@](CC)(C(=O)OC)N2C1=NC	1	3	-17	0	6	-5	-6	4	-0.5
O=C(OCc1nc2ccsc2c(=O)[nH]1)c1ccco1	0	1	-12	-5	-11	7	5	-22	-0.3
CCCOc1ccc(C2c3c(oc4cc(C)c(C)cc4c3=O)C(=O)N2CCCN(C)C)cc1OCC (stereo unspecified)	0	1	-22	-2	1	5	-4	10	4.2
COc1ccc(NC(=O)C#Cc2ccccc2)cc1OC	-8	4	20	0	5	-7	9	18	-4.0

Assay outcomes from PubChem BioAssay.
